From PubChem
KDM5B inh: Primary screen for KDM5B Histone Demethylases FDH-coupled qHTS; KDM5B demethylase, FDH-coupled NADH fluorescence (FDH is formaldehyde dehydrogenase); Lysine-specific demethylase 5B (Homo sapiens), Q9UGL1; 2.6% of 220,000 active; Potency, µM (top dose mostly 57.7 µM), for the others: at the top dose activity change, negative = inhibition, actives largely listed as inhibitors; active = well fitted inhibition curve with a large enough effect; inconclusive = small, poorly fitted or top-dose-only effect; inactive = no such curve, though single readings can be large or run the other way; also: 0% is about no effect; nearly all actives have a fitted effect of over 70% in size
Target sequence (Q9UGL1 whole entry, looked up): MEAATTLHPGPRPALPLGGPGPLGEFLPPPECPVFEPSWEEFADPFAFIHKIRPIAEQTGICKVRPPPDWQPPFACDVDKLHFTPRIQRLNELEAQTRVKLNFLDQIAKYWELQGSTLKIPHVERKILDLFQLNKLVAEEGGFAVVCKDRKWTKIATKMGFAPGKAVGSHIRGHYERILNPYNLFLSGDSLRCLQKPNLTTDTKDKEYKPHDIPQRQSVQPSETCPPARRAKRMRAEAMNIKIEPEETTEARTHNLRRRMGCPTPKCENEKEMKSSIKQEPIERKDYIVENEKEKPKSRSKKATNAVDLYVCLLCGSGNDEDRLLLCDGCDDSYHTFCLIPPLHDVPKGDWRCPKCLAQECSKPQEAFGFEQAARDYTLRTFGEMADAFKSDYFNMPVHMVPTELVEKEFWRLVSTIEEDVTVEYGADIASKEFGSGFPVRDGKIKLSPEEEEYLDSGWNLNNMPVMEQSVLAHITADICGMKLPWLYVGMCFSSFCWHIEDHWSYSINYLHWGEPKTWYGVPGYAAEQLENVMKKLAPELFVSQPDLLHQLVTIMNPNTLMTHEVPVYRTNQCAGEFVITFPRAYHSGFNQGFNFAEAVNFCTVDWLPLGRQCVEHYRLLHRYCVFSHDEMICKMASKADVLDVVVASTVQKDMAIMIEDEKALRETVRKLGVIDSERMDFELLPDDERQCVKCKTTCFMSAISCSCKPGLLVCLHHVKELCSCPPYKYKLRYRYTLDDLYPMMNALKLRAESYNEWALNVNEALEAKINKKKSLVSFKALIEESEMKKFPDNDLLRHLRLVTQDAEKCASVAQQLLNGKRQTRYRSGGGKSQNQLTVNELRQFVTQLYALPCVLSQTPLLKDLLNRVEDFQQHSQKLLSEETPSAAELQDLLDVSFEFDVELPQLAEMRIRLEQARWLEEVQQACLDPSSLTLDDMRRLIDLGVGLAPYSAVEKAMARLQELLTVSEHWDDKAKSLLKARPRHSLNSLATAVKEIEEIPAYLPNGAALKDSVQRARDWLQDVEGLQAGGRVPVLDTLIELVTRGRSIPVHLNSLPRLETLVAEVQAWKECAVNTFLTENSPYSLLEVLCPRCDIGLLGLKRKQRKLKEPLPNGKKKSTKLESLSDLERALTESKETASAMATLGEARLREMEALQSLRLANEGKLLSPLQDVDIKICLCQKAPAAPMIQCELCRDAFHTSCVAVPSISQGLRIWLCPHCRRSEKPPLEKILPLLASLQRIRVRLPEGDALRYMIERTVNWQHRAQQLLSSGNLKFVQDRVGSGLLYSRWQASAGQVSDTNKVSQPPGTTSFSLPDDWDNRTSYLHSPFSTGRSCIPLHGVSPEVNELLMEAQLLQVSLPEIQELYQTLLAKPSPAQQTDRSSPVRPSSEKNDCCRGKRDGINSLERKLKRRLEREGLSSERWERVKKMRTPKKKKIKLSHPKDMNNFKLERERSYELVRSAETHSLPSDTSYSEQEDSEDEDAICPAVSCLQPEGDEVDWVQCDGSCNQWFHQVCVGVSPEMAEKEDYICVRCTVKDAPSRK
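qHTS format, multiple compound concentrations. Buffer 50 mM HEPES pH 7.5/0.01% Tween-20; 200 nM KDM5BΔAP final; 10 min compound preincubation; substrate-mix levels 12.5 µM peptide, 25 µM α-KG, 0.25 mM NAD⁺; 30 min RT; ΔRFU.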
The depositor's hits bear a star; ? = inconclusive; & = joins results of further samples; [ ] = dose if it differs, or a comment. Potency is read from the fitted curve at half-maximal effect. A portion of the library (hit frequency here may not be typical).

nr	molecule	KDM5B inh
1	COc1ccc(N2CCN(C(CNC(=O)c3cccc(OC)c3)c3cccnc3)CC2)cc1 (stereo not given)	?
2	CCc1ccc(NC(=O)Cn2c(=O)n(Cc3ccc(C)cc3)c(=O)c3cccnc32)cc1	?
3	O=C1OC[C@@H]2CCN(Cc3ccccc3F)Cc3ccc(F)cc3N12	-19%[86.2 µM]
4	CCCc1nnc2sc(-c3ccc4c(c3)OCO4)nn12	?
5	O=C(O)CCC(=O)N1Cc2ccccc2CC2(CCCN2CC2CCNCC2)C1 (stereo not given)	-13%[115 µM]
6	CCCCn1c(SCC(=O)Nc2cc(C)on2)nnc1-c1cccs1	36%
7	CCCOC(=O)C(C)Oc1ccc2c(=O)c(Oc3ccc(CC)cc3)coc2c1 (stereo not given)	9%
8	Cc1nn(C(C)(C)C)c(OC(=O)c2cccc(F)c2)c1Sc1ccccc1	-22%
9	COc1cccc(CCC(=O)N2CCC(Cc3nc(C4CCOCC4)no3)CC2)c1	15%
10	O=C(N[C@@H](Cn1cc(F)c(=O)[nH]c1=O)C(=O)O)c1cccs1	-30%[86.2 µM]
11	CC(C)(C)OC(=O)N1CCC(c2c(C(=O)N3CCN(c4ncccn4)CC3)cnn2-c2ccccc2)CC1	7%
12	O=C(Nc1ccc([C@@H](O)[C@H]2COCC(=O)N2Cc2ccccc2F)cc1)C1CCCCC1	13%
13	COc1ccc(Cl)cc1NC(=O)CN(c1cc(C)cc(C)c1)S(=O)(=O)c1c(C)n[nH]c1C	22%
14	CCCCNc1nc2c(-c3cccc(C)c3)nnn2c2ccccc12	-4%
15	Cc1cccc(Nc2nc(N)c(C(=O)c3ccc(Cl)cc3)s2)c1C	-20%
16	CCO[C@H]1CN(C(=O)Cc2ccc3nc(C)[nH]c3c2)C[C@@H]1O	7%
17	Cc1ccc(-c2nc(Nc3ccc(N4CCOCC4)cc3)c3ccccc3n2)cc1	-7%
18	COc1ccc(S(=O)(=O)NCC(=O)O)cc1	26%
19	Cc1cc2c(sc3ccccc32)c(C)n1	-17%
20	Cc1nn2c(c1-c1ccccc1OCc1ccccc1)N(C(=O)CN1CCOCC1)CCC2	16%
21	CC(C)NC(=O)Cn1c(=O)nc(-c2ccccc2F)c2cc(Cl)ccc21	-8%
22	COc1ccccc1NC(=O)NC1CCCCCCC1	21%
23	Cc1cc2c(c(=O)n1Cc1ccccn1)C(C(C)C)C(C#N)=C(N)O2 (stereo not given)	-18%
24	O=C(Cc1cccc(F)c1)N1CC2CC(C1)[C@H]1CCCC(=O)N1C2 (stereo not given in full)	-6%
25	CCn1cc(CNC(=O)Nc2cccc(Cl)c2)c(C)n1	18%
26	COCCNC(=O)N1[C@@H]2CC[C@H]1CC(NC(=O)c1ccc(F)cc1)C2 (stereo not given in full)	5%
27	CC(=O)Nc1ccc(C2(C(=O)NCc3ccc(N(C)C)cc3)CCCCC2)cc1	-17%
28	COc1ccc(-c2cc(C[C@@H]3CC[C@H](O)[C@@H](CNC(=O)Nc4ccccc4)O3)no2)cc1	11%
29	COc1ccc(C2CC(=O)Nc3c2c(C)nn3-c2nc(C)cc(C)n2)c(OC)c1OC (stereo not given)	-11%
30	Clc1ccc(-n2nnnc2-c2ccno2)cc1	10%

(more compounds)
nr	molecule	KDM5B inh
31	Cc1ccc(-n2ccnc(NCCc3ccccc3)c2=O)cc1C	?
32	Cc1ccc(OCC(=O)NCC2(N3CCOCC3)CCCCC2)cc1C	?
33	Cc1c(Cl)cccc1NC(=O)Cn1ccn2nc3c(c2c1=O)CCCCC3	?
34	Cn1ccc2c(C(=O)NCCc3cnc[nH]3)nc(-c3cnn(Cc4ccccc4)c3)cc21	32µM*
35	Cc1nn2c(c1-c1ccccc1Oc1ccccc1)N(CC1CC1)CCC2	32µM*
36	O=C(Cc1c[nH]c2ccccc12)OCc1c(Cl)cccc1Cl	-18%
37	COc1cccc(NC(=O)Cn2c(=O)n(CCc3ccccc3)c(=O)c3c4c(sc32)CN(C(C)=O)CC4)c1	-25%
38	Fc1ccc2oc([C@H]3CCN(Cc4ccc(F)c(F)c4)C3)nc2c1	-29%[86.2 µM]
39	O=C(Nc1ccc(F)cc1)c1cccn1-c1nnc(N2CCCCC2)s1	?
40	CCCCCNC(=O)CCn1c(=O)[nH]c2ccccc2c1=O	?
41	COc1ccc(CNC(=O)C(C)c2ccc3cc(OC)ccc3c2)cc1 (stereo not given)	-8%
42	CCCSc1ncc(Cl)c(C(=O)Nc2sc3c(c2C(=O)NCCOC)CCCC3)n1	-13%
43	Cc1nc(-c2cn(C3CCCN(C(=O)c4ccc(C(C)(C)C)cc4)C3)nn2)no1 (stereo not given)	24%
44	O=C(CSc1nc2c([nH]c3ccccc32)c(=O)n1-c1ccc(Cl)cc1)N1CCc2ccccc21	-24%
45	Cc1nn(C(=O)CCC(=O)N2CCC(C)(c3noc(C4CC4)n3)CC2)c2ccccc12	-12%
46	Cc1cccc(Oc2nc3c(C)cccn3c(=O)c2/C=C(\C#N)c2nc3ccccc3s2)c1	?
47	Cc1c(NC(=O)C(C)OC(=O)c2ccc3c(c2)OCO3)c(=O)n(-c2ccccc2)n1C (stereo not given)	-18%
48	CC(C)(C)c1ccc(C(=O)NCCSc2c[nH]c3ccccc23)cc1	-10%
49	O=C(NCCCN1CCN(c2ccccc2)CC1)c1nnc(Cc2c(F)cccc2Cl)o1	-47%
50	Clc1ccccc1-c1nc(CSc2nnc(C3COc4ccccc4O3)o2)no1 (stereo not given)	0%
51	CCCNC(=O)Cn1ncc2c3ccccc3n(CCC)c2c1=O	?
52	Cc1ccc2ncc(C(=O)NC(C)c3ccccc3)c(=O)n2c1 (stereo not given)	?
53	Cc1cccc(S(=O)(=O)N2C[C@@H](F)C[C@H]2C(=O)N2CCc3ccccc3C2)c1	?
54	O=C(Nc1c(C(=O)c2ccc3c(c2)OCCO3)oc2ccccc12)c1ccc(F)cc1	10%
55	CN(C)C[C@@H]1CN(S(C)(=O)=O)C[C@H]1NC(=O)C1(C)CCOCC1	14%
56	COc1ccc(N2CCN(CCCNC(=O)Nc3ccccc3)CC2)cc1	-4%
57	CN(C)[S+](=O)([O-])c1ccc2c(c1)OCCN(Cc1ccc(Cl)cn1)C2	?
58	Cc1nc(-c2cccc(NC(=O)c3ccc4[nH]c(C)c(C)c4c3)c2)cs1	-30%
59	CCCCN(CC)CCNC(=O)CN1C(=O)COc2ccc(S(=O)(=O)N3CCCC3)cc21	0%
60	CC1CCN(C(=O)CN2C(=O)NC3(CCCCC3)C2=O)CC1	13%

KDM5B inh: what is marked active above
nr	molecule	KDM5B inh
34	Cn1ccc2c(C(=O)NCCc3cnc[nH]3)nc(-c3cnn(Cc4ccccc4)c3)cc21	32µM*
35	Cc1nn2c(c1-c1ccccc1Oc1ccccc1)N(CC1CC1)CCC2	32µM*

More records follow.
61	CCCCN(C)C(=O)Cn1c(C2CC(=O)N(c3cccc(OC)c3)C2)nc2ccccc21 (stereo not given)
  KDM5B inh: 13%

62	OC(c1nc2ccc(F)cc2[nH]1)C(O)c1nc2ccc(F)cc2[nH]1 (stereo not given)
  KDM5B inh: 23%

63	CC1=C[C@@H](CNC(=O)c2ccccc2)[C@H](C(C)C)C[C@H]1Cc1nc2ccc(C)cc2[nH]1
  KDM5B inh: -31%[86.2 µM]

64	CN1[C@@H](CCC(=O)NCc2ccco2)CNC(=O)[C@H]2NCC[C@H]21
  KDM5B inh: 11%[86.2 µM]

65	O=C(Cc1ccsc1)N1CCC(c2noc(C3CC3)n2)C1 (stereo not given)
  KDM5B inh: -18%

66	Cc1ccccc1Cn1c(NCC2CCCO2)nc2c1c(=O)n(C)c(=O)n2C (stereo not given)
  KDM5B inh: 16%

67	CCOc1ccc2nc(N3CCC(C(=O)Nc4cc(C)ccc4C)CC3)sc2c1
  KDM5B inh: 14%

68	Cc1cc2occ(CC(=O)N3CC[C@](C)(O)[C@@H](O)C3)c2cc1Cl
  KDM5B inh: 35%

69	CC(=O)NC1=NN(C(C)=O)C(c2ccc(OCc3ccccc3F)c(Br)c2)S1 (stereo not given)
  KDM5B inh: -15%

70	COc1ccc(NC(=O)C(C)n2cccn2)cc1Cl (stereo not given)
  KDM5B inh: 17%

Part of the list above, set out differently:
no. | KDM5B inh | Molecule
43 | 24% | Cc1nc(-c2cn(C3CCCN(C(=O)c4ccc(C(C)(C)C)cc4)C3)nn2)no1 (stereo not given)
44 | -24% | O=C(CSc1nc2c([nH]c3ccccc32)c(=O)n1-c1ccc(Cl)cc1)N1CCc2ccccc21
45 | -12% | Cc1nn(C(=O)CCC(=O)N2CCC(C)(c3noc(C4CC4)n3)CC2)c2ccccc12
46 | ? | Cc1cccc(Oc2nc3c(C)cccn3c(=O)c2/C=C(\C#N)c2nc3ccccc3s2)c1
47 | -18% | Cc1c(NC(=O)C(C)OC(=O)c2ccc3c(c2)OCO3)c(=O)n(-c2ccccc2)n1C (stereo not given)
48 | -10% | CC(C)(C)c1ccc(C(=O)NCCSc2c[nH]c3ccccc23)cc1
49 | -47% | O=C(NCCCN1CCN(c2ccccc2)CC1)c1nnc(Cc2c(F)cccc2Cl)o1
50 | 0% | Clc1ccccc1-c1nc(CSc2nnc(C3COc4ccccc4O3)o2)no1 (stereo not given)
51 | ? | CCCNC(=O)Cn1ncc2c3ccccc3n(CCC)c2c1=O
52 | ? | Cc1ccc2ncc(C(=O)NC(C)c3ccccc3)c(=O)n2c1 (stereo not given)
53 | ? | Cc1cccc(S(=O)(=O)N2C[C@@H](F)C[C@H]2C(=O)N2CCc3ccccc3C2)c1
54 | 10% | O=C(Nc1c(C(=O)c2ccc3c(c2)OCCO3)oc2ccccc12)c1ccc(F)cc1
55 | 14% | CN(C)C[C@@H]1CN(S(C)(=O)=O)C[C@H]1NC(=O)C1(C)CCOCC1
56 | -4% | COc1ccc(N2CCN(CCCNC(=O)Nc3ccccc3)CC2)cc1
57 | ? | CN(C)[S+](=O)([O-])c1ccc2c(c1)OCCN(Cc1ccc(Cl)cn1)C2
58 | -30% | Cc1nc(-c2cccc(NC(=O)c3ccc4[nH]c(C)c(C)c4c3)c2)cs1
59 | 0% | CCCCN(CC)CCNC(=O)CN1C(=O)COc2ccc(S(=O)(=O)N3CCCC3)cc21
60 | 13% | CC1CCN(C(=O)CN2C(=O)NC3(CCCCC3)C2=O)CC1
61 | 13% | CCCCN(C)C(=O)Cn1c(C2CC(=O)N(c3cccc(OC)c3)C2)nc2ccccc21 (stereo not given)
62 | 23% | OC(c1nc2ccc(F)cc2[nH]1)C(O)c1nc2ccc(F)cc2[nH]1 (stereo not given)
63 | -31%[86.2 µM] | CC1=C[C@@H](CNC(=O)c2ccccc2)[C@H](C(C)C)C[C@H]1Cc1nc2ccc(C)cc2[nH]1
64 | 11%[86.2 µM] | CN1[C@@H](CCC(=O)NCc2ccco2)CNC(=O)[C@H]2NCC[C@H]21
65 | -18% | O=C(Cc1ccsc1)N1CCC(c2noc(C3CC3)n2)C1 (stereo not given)
66 | 16% | Cc1ccccc1Cn1c(NCC2CCCO2)nc2c1c(=O)n(C)c(=O)n2C (stereo not given)
67 | 14% | CCOc1ccc2nc(N3CCC(C(=O)Nc4cc(C)ccc4C)CC3)sc2c1

Other results:
71	COc1ccc(CC(=O)N2CCC3(CC2)CN([S+](=O)([O-])c2ccccc2)CCO3)cc1
  KDM5B inh: 5%[115 µM]

72	O=C1COc2ccc(OCc3cncs3)nc2CN1CCOc1ccccc1
  KDM5B inh: 20%[86.2 µM]

73	Fc1ccc(-c2ccc3ncc(Nc4ccc5c(c4)OCO5)n3n2)cc1
  KDM5B inh: -37%[86.2 µM]

74	COc1ccc(OC)c(NC(=O)c2ccc(N3C(=O)C4CC=C(C)CC4C3=O)cc2)c1 (stereo not given)
  KDM5B inh: 28%

75	C=CCNC(=O)c1ccccc1NC(=O)c1cccc(C#N)c1
  KDM5B inh: -17%

76	CN1C[C@@H](NS(=O)(=O)c2ccc(F)cc2)C[C@H]1c1nc(-c2cccnc2)no1
  KDM5B inh: -9%[86.2 µM]

77	Cc1ccc(C)c(NC2=C(c3ccc(C(F)(F)F)cc3)C(=O)c3ccccc32)c1
  KDM5B inh: 9%

78	O=C(Nc1ccc(F)c(S(=O)(=O)N2CCOCC2)c1)c1ccccc1-c1ccccc1
  KDM5B inh: 13%

79	CCN1Cc2nnn(Cc3ccccc3)c2-c2cc(F)ccc2S1(=O)=O
  KDM5B inh: 14%

80	COc1ccc(-c2cc(C(F)(F)F)nc(N3CCN(Cc4ccccc4)CC3)n2)cc1OC
  KDM5B inh: -11%

81	COc1cc(C(CC(=O)Nc2ncccc2C)N2Cc3ccccc3C2=O)cc(OC)c1OC (stereo not given)
  KDM5B inh: 7%&-6%

82	CCOC(=O)CNC(=O)CSc1cn(CC(=O)N2CCOCC2)c2ccccc12
  KDM5B inh: 4%

83	NC1CC(c2cc(N3CCCN(C(=O)c4ccoc4)CC3)ncn2)C1 (stereo not given)
  KDM5B inh: ?

84	Cc1cccc(C(=O)c2c(C)c(CCC#N)n3ccccc23)c1
  KDM5B inh: -26%

85	COc1ccc(C(=O)c2c(N)c(C(=O)Nc3cccc(OC)c3)c3ccccn23)cc1
  KDM5B inh: -44%

86	O=C(O)CCC(=O)N[C@H]1CCN2C(=O)c3cc(-c4cccc(C(F)(F)F)c4)ccc3NC(=O)[C@H]12
  KDM5B inh: -22%

87	CCOc1cc(OCC)cc(C(=O)Nc2cccc(-c3nc4ccccc4[nH]3)c2)c1
  KDM5B inh: -1%

88	COCCOC1CCOC2(CCN(C(=O)CCCc3ccccc3)CC2)C1 (stereo not given)
  KDM5B inh: ?

89	COc1cc(-c2ccc(C)cc2)nc2ccc(C(=O)N3CCCC3)cc12
  KDM5B inh: 6%

90	COCc1nc(CCNC(=O)CCCc2nc3ccccc3[nH]2)no1
  KDM5B inh: -16%

91	CCC1CN(C(=O)Nc2cccc3c2CCCC3)c2ccccc2O1 (stereo not given)
  KDM5B inh: ?

92	CN(C)C(=O)NCC(=O)N1C[C@@H](C(=O)O)[C@H](c2ccc3c(c2)OCO3)C1
  KDM5B inh: -21%
